ATG4B inh: ATG4B protease inhibitors, primary screen, biochemical, fluorescence, uHTS; 340,000 tested, 0.51% active; inhibition, % at 8.33 µM; ATG4B cleavage of LC3-PLA2, NBD-HPC fluorescence, 1 h; in the data active = inhibition above about 40%
Target sequence (Q9Y4P1 whole entry, looked up): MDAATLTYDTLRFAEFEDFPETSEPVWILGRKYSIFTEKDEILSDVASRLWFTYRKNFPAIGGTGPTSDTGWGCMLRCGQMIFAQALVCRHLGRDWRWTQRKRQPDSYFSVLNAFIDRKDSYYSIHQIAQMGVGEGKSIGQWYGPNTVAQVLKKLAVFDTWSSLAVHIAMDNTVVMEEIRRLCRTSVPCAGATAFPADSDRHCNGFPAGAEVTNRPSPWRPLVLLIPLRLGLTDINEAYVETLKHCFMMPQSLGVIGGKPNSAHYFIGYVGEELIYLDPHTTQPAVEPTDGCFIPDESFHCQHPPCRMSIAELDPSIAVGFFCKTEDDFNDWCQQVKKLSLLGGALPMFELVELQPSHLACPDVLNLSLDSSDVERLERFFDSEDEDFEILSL
CXCR6 block: CXCR6 receptor inhibitors, primary screen, cell-based, beta-arrestin, luminescence, CHO-K1 PathHunter, 1536-well. C-X-C chemokine receptor type 6 (Homo sapiens), O00574. 360,000 tested, 0.36% active. inhibition, % at 20 µM; in the data active = inhibition above about 34%, passing the limit was not always enough;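 note: antagonist mode with CXCL16 agonist at 10 nM final; 0% = 10 nM CXCL16 with DMSO and 100% = unstimulated wells without agonist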
UBC13 polyUb: UBC13 polyubiquitin chain formation inhibitors, primary screen, biochemical, TR-FRET, uHTS; Ubiquitin-conjugating enzyme E2 N (Homo sapiens), P61088; inhibition, % at 20 µM; 330,000 tested, 0.47% active; in the data active = inhibition above about 45%, passing the limit was not always enough
Target sequence (P61088 whole entry, looked up): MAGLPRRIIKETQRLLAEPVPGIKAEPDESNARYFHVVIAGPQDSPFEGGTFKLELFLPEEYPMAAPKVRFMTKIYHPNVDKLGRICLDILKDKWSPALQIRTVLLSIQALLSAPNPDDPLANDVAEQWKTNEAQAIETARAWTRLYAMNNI
EBI2 antag: EBI2 receptor antagonists, beta-arrestin recruitment, primary screen, cell-based, luminescence, 7a,25-OHC stimulation, uHTS; G-protein coupled receptor 183 (Homo sapiens), P32249; inhibition, % at 5 µM; 7a,25-OHC stimulated; 360,000 tested, 0.81% active; in the data active = inhibition above about 38%;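 note: enzyme fragment complementation signal reports receptor beta-arrestin coupling in cells; 0% = agonist plus DMSO wells and 100% = wells without agonist; some results beyond the cut were filed as inactive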
Target sequence (P32249 whole entry, looked up, the tested form may be a part): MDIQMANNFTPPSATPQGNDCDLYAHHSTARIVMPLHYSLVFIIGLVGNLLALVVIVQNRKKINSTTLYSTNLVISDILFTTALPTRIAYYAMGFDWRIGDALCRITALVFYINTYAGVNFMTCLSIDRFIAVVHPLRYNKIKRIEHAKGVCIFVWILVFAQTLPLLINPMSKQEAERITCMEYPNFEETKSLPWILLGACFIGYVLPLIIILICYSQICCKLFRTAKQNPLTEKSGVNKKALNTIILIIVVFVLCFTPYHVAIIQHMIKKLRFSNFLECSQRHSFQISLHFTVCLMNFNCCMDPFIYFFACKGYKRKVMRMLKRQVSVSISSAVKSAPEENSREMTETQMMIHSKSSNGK
Gli-Sufu antag: Gli-Sufu pathway antagonists, primary screen, luciferase luminescence, Sufu-KO-LIGHT cells, uHTS; Sufu-KO-LIGHT fibroblasts, Gli luciferase reporter luminescence; inhibition, % at 5 µM; 340,000 tested, 0.74% active;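 active = inhibition above about 55%, limit read from the data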;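 note: 0% = DMSO-treated cells and 100% = wells with medium but no cells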
APJ antagonist: antagonists of human apelin receptor APJ, primary screen, CHO-K1 cells, beta-arrestin complementation, luminescence; P35414; 330,000 tested, 0.32% active; inhibition, % at 20 µM;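 active = inhibition above about 40% at 20 µM, limit read from the data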;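 note: cells challenged with 10 nM apelin-13 agonist together with compound; plate controls were apelin-13 plus DMSO wells for no effect and DMSO wells lacking apelin-13 for full effect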
APJ agonist: agonists of human apelin receptor APJ, primary screen, CHO-K1 cells, PathHunter beta-arrestin, luminescence; activation, % at 20 µM; 0% DMSO wells, 100% apelin; 330,000 tested, 0.11% active; P35414;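 active = activation more than six SD over the plate average, tested at 20 µM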;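 note: 0% = DMSO alone and 100% = apelin-13 at 10 nM; some results filed as inactive read as strong as hits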
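Assay system – PathHunter CHO-K1 APJ (AGTRL-1) beta-arrestin reporter cells · Compound – one dose, 20 µM compound, 1% DMSO · Timing – compound 90 min 25 °C, reagent 1 h · Measured by – luminescence from split beta-galactosidase complementation, Galacton Star/Emerald II substrate · Measure – beta-arrestin recruitment to APJ as agonist activity, luminescent signal · Benchmarks – DMSO vs Apelin-13 10 nM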
CCR6 antag: CCR6 receptor antagonists, primary screen, cell-based, CHO-K1, luminescence, beta-arrestin, uHTS; CHO-K1 CCR6 PathHunter beta-arrestin, CCL20-stimulated; inhibition, % at 20 µM; 340,000 tested, 0.49% active; AID 493098, 2011;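 active = compounds whose inhibition of the agonist-driven luminescence signal at 20 µM reaches about 50%, limit read from the data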;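 note: cells stimulated with CCL20 at 14 nM final; plate controls were DMSO with CCL20 for no effect and DMSO without agonist for full effect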
Active calls of the source: *; . = not tested or not shown. Rows are unselected; about 3% have a hit in one of these screens.

Letter code – A = ATG4B inh; B = CXCR6 block; C = UBC13 polyUb; D = EBI2 antag; E = Gli-Sufu antag; F = APJ antagonist; G = APJ agonist; H = CCR6 antag
Cc1cccc(NC(=O)c2ccc3nccnc3c2)n1
  A: 1 | B: -5 | C: -9 | D: -1 | E: -50 | F: 0 | G: 1 | H: 3
CCCCNC(=O)C1CCC(CNS(=O)(=O)c2c(C)cc(C)cc2C)CC1 (configuration not stated)
  A: -3 | B: 1 | C: 1 | D: 10 | E: 10 | F: 3 | G: 1 | H: 13
O=[N+]([O-])c1ccc2c(c1N1CCCCC1)=NC1(CCCCC1)[N+]=2[O-]
  A: 4 | B: -4 | C: -86 | D: -3 | E: -2 | F: -40 | G: 6 | H: -4
Cc1ccc(NC(=S)N2CCC(NC(=O)C3CCCCC3)CC2)cc1C
  A: -9 | B: 3 | C: -1 | D: -9 | E: -26 | F: -11 | G: 1 | H: 9
Cc1ccc(NC(=O)C2CCN(S(=O)(=O)c3ccc4c(c3)OCCO4)CC2)nc1
  A: 0 | B: 2 | C: -2 | D: -1 | E: 0 | F: 15 | G: -7 | H: 20
CN1CCN(C(=O)C2=C[C@@H](C3CCCCC3)C[C@@H](OCCCCO)O2)CC1
  A: 0 | B: -5 | C: -4 | D: 1 | E: -15 | F: -8 | G: -6 | H: 5
CC(C)(C)OC(=O)[C@H](Cc1ccccc1)NC(=O)c1nc[nH]c1C(=O)N1CCNCC1
  A: 4 | B: -7 | C: 13 | D: -21 | E: 1 | F: 7 | G: -2 | H: -2
COc1cc(-c2ccc(NC(C)=O)c(OC)c2)ccc1NC(C)=O
  A: -4 | B: 12 | C: 2 | D: -3 | E: -3 | F: 12 | G: -3 | H: -3
COC(=O)c1ccc2c(c1)NC(=O)C(N1CCCC1)S2 (configuration not stated)
  A: -1 | B: 4 | C: -18 | D: -7 | E: 6 | F: -10 | G: -4 | H: 1
CC(C)OCc1ccc(C(=O)N2CCN(S(=O)(=O)c3ccc(Br)s3)CC2)cc1
  A: 2 | B: -7 | C: -1 | D: 34 | E: . | F: -3 | G: -2 | H: 0
COc1cc(C(=O)NCCc2ccc(F)cc2)c([N+](=O)[O-])cc1OC
  A: 6 | B: -4 | C: 7 | D: 9 | E: 0 | F: -14 | G: -1 | H: -17
CN(C)C(CNC(=O)Cc1ccc([N+](=O)[O-])cc1)c1ccccc1 (configuration not stated)
  A: -5 | B: -1 | C: 5 | D: -6 | E: 53 | F: -11 | G: -3 | H: -5
N=C(SC1CC(=O)N(c2ccc(F)cc2)C1=O)N1N=C(c2ccccc2)CC1c1ccccc1 (configuration not stated)
  A: 6 | B: 0 | C: -3 | D: 20 | E: -15 | F: -13 | G: -2 | H: -14
O=C(Cc1c[nH]c2ccccc12)NC1(C(=O)NC2CCCC2)CCCCC1
  A: -5 | B: 7 | C: -14 | D: 15 | E: -1 | F: 10 | G: -2 | H: -1
Cc1ccc(-n2ncc3c(NCc4ccco4)ncnc32)c(C)c1
  A: -3 | B: 0 | C: 2 | D: 5 | E: 5 | F: -1 | G: -1 | H: -1
C[C@@H](C(=O)NCc1ccco1)N1C(=O)N2CCc3c([nH]c4ccccc34)[C@@]2(C)C1=O
  A: -28 | B: 0 | C: 2 | D: -1 | E: 38 | F: 5 | G: -4 | H: 9
C=CCN(c1ccc(C(=O)N2CCCC2)cc1)S(C)(=O)=O
  A: 4 | B: 6 | C: -7 | D: -13 | E: -19 | F: 14 | G: 3 | H: 3
NCCc1ccc(O)c(O)c1
  A: 6 | B: -5 | C: 10 | D: -6 | E: 2 | F: 12 | G: -1 | H: 0
Cc1cc(Br)cc2c1N(C)C(=O)C2(c1ccc(O)cc1)c1ccc(O)cc1
  A: -5 | B: -3 | C: 5 | D: 1 | E: 3 | F: -4 | G: 3 | H: 5
Cc1ccc(NC(=O)Nc2nnc(Cc3ccc([N+](=O)[O-])cc3)s2)cc1
  A: -3 | B: -1 | C: -12 | D: -10 | E: -30 | F: -14 | G: 3 | H: 62*
CC(Oc1ccc(F)cc1)C(=O)Nc1cc(S(=O)(=O)N2CCOCC2)ccc1N1CCN(C)CC1 (configuration not stated)
  A: -5 | B: 6 | C: -1 | D: -5 | E: 7 | F: 12 | G: -5 | H: 1
O=c1[nH]c(/C(=N\O)c2ccccc2)no1
  A: 9 | B: 12 | C: 4 | D: 14 | E: 7 | F: -4 | G: -4 | H: 8
CC(C)(C)c1ccc(C(=O)N2CCNCC2)cc1
  A: -6 | B: -1 | C: 10 | D: -22 | E: 12 | F: 1 | G: -3 | H: 9
CCOc1ccc2nc(SCC(=O)NC(=O)NCc3ccco3)sc2c1
  A: -5 | B: -5 | C: 3 | D: -4 | E: . | F: 10 | G: 3 | H: 21
Cc1cc(C)nc(SCc2cc(=O)c(OC(=O)c3cc([N+](=O)[O-])ccc3Cl)co2)n1
  A: -1 | B: -2 | C: 7 | D: -3 | E: 4 | F: -12 | G: -1 | H: 23
COC(=O)C1CCN(c2ccc(Cl)nn2)CC1
  A: 5 | B: 3 | C: -1 | D: 2 | E: 3 | F: -1 | G: -2 | H: 11
COCCn1c(SCC(=O)Nc2cc(C(C)(C)C)nn2-c2ccccc2)nc2ccccc2c1=O
  A: -6 | B: 1 | C: 23 | D: 6 | E: 18 | F: 2 | G: -2 | H: 3
Cc1ccc(S(=O)(=O)NNC(=O)c2cc(C)c(C)cc2N)cc1
  A: -4 | B: -1 | C: . | D: 2 | E: 15 | F: . | G: . | H: 2
Cn1c(-c2ccccc2)cc(=O)n1-c1ccccc1
  A: -1 | B: 3 | C: . | D: -2 | E: -2 | F: . | G: . | H: 2
C[N+]1(CC(=O)OCCCc2ccccc2)CCCC1
  A: -8 | B: 0 | C: 4 | D: -9 | E: -3 | F: 8 | G: -3 | H: -1
CCOC(=O)c1nn(-c2ccccc2C)c(=O)cc1OCC(=O)N1CCN(c2ccccc2)CC1
  A: -11 | B: -1 | C: -10 | D: 1 | E: -4 | F: 11 | G: 2 | H: 7
CC(=O)O/N=C(\N)c1cnn2c(C(F)(F)F)cc(C(F)(F)F)nc12
  A: -5 | B: 4 | C: 16 | D: -5 | E: -10 | F: 0 | G: -1 | H: -8
CCOC(=O)c1[nH]c2ccc(OC)cc2c1NC(C)=O
  A: -2 | B: -3 | C: 3 | D: -7 | E: 2 | F: 6 | G: -1 | H: -29
CC(C)(C)NC(=O)NC(=O)CSc1nncs1
  A: 2 | B: -3 | C: 3 | D: 14 | E: -5 | F: -8 | G: -2 | H: 12
COc1ccc(NC(=O)c2cc(S(=O)(=O)N3CCS(=O)(=O)CC3)ccc2Cl)cc1
  A: -4 | B: -10 | C: -3 | D: -12 | E: 2 | F: -42 | G: 2 | H: -1
C/C(=C\C(=O)OCC(=O)NCc1ccccc1)C(=O)OCC(=O)NCc1ccccc1
  A: 32 | B: 6 | C: -4 | D: -1 | E: 2 | F: 13 | G: -2 | H: -5
CC(NC(=O)c1ccco1)C(=O)N1CC=C(c2ccccc2)CC1 (configuration not stated)
  A: -2 | B: 6 | C: 19 | D: -17 | E: -2 | F: 1 | G: -1 | H: 9
Cc1cccc2cc(C(c3nnnn3Cc3ccccc3)N3CCN(c4ccccc4)CC3)c(=O)[nH]c12 (configuration not stated)
  A: -7 | B: 0 | C: -21 | D: 10 | E: -1 | F: -14 | G: 0 | H: -8
CC(=O)NC(O)C(=O)c1ccco1 (configuration not stated)
  A: -3 | B: 6 | C: -1 | D: -1 | E: 0 | F: 12 | G: -2 | H: 8
O=C(CCNS(=O)(=O)c1ccc(Br)s1)NCc1ccc2c(c1)OCO2
  A: -10 | B: -6 | C: 6 | D: 1 | E: -5 | F: 2 | G: 0 | H: 14
CCc1ccc(NC(=O)CN(c2ccc(OC)cc2)S(=O)(=O)c2c(C)nn(C)c2C)cc1
  A: -3 | B: -7 | C: 3 | D: 4 | E: 3 | F: 34 | G: 1 | H: 11
CS(=O)(=O)c1ccccc1C(=O)Nc1ccc(-c2nc3ccccc3o2)cc1
  A: -1 | B: -10 | C: -8 | D: -7 | E: -76 | F: -16 | G: 0 | H: 2
CCc1ccccc1OCc1nc2ccc(S(=O)(=O)N3CCOCC3)cc2[nH]1
  A: 25 | B: 4 | C: 9 | D: 18 | E: 4 | F: 10 | G: -4 | H: -17
Cc1ccc(C(=O)Nc2nc(C)c(C)s2)o1
  A: -2 | B: 3 | C: -3 | D: 6 | E: -37 | F: -14 | G: 0 | H: -10
Cc1cc([N+](=O)[O-])nn1CCCC(=O)Nc1c(C)n(C)n(-c2ccccc2)c1=O
  A: -1 | B: -7 | C: 5 | D: -11 | E: -1 | F: -6 | G: -5 | H: 5
CC[C@@]1(c2ccccc2C)C(=O)N(C(=O)OC)N1C(=O)OC
  A: -1 | B: 9 | C: -4 | D: 7 | E: 3 | F: -1 | G: -3 | H: 14
CC1(C)CC2CC(C)(CN2C(=O)c2cc(-c3ccccc3)on2)C1 (configuration not stated)
  A: 13 | B: 0 | C: 6 | D: 6 | E: 19 | F: 17 | G: -2 | H: 22
CCC(c1nnc(SCC(=O)N2CC(=O)Nc3ccccc32)n1Cc1ccccc1)N(C)C (configuration not stated)
  A: -3 | B: 0 | C: -3 | D: 3 | E: -9 | F: 6 | G: -2 | H: -12
Cc1nn(-c2ccc(F)cc2)c(Cl)c1/C=N/NC(=O)c1cccs1
  A: -9 | B: 5 | C: -2 | D: -4 | E: -57 | F: 3 | G: 3 | H: 14
COC(C[C@H](O)C[C@H](O)COCc1ccccc1)OC
  A: 13 | B: -15 | C: -3 | D: -8 | E: 28 | F: -13 | G: 13 | H: 5
COc1cccc(N(CC(=O)N2CCc3ccccc3C2)S(C)(=O)=O)c1
  A: 1 | B: 8 | C: 7 | D: -6 | E: 4 | F: 9 | G: -3 | H: 2
O=C(c1ccc(-c2nc3ccccc3s2)o1)N1CCN(c2ccccc2O)CC1
  A: -5 | B: 4 | C: 0 | D: -3 | E: 7 | F: 5 | G: 2 | H: -11
